Bioassay records: PubChem, National Center for Advancing Translational Sciences (NCATS)
D2 agonist = HTS Assay for Allosteric Agonists of the Human D2 Dopamine Receptor: Primary Screen for Agonists | D(2) dopamine receptor (Homo sapiens), P14416 | activation, % at 2 µM | AID 485358, 2010 | HEK293 T-REx D2 cells, calcium flux agonist mode | 0.53% of 340,000 active;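 active = activation over 3 SD above normal in the single-dose calcium agonist read, cut at about 30% in these data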; note: 0% is about no effect
Target sequence (P14416 whole entry, looked up): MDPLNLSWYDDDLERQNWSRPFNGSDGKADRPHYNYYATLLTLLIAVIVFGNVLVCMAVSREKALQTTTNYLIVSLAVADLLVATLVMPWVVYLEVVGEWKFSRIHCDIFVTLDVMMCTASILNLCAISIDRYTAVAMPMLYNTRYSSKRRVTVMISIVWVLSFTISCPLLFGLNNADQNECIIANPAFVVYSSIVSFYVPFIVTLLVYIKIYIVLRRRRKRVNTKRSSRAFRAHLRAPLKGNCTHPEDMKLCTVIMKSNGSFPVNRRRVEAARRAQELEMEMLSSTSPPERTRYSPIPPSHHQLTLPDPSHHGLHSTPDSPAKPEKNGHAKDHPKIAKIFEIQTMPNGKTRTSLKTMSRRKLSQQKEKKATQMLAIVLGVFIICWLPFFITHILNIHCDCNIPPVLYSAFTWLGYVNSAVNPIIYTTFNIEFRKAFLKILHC
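Agonism scored from kinetic calcium signal (1 read/sec, 180 s) following compound pin transfer, after a 10 s baseline. Cells: HEK293 Trex line expressing inducible D2 receptor coupled to calcium, dye-loaded after overnight culture at 30 C.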
D1 potentiator = Potentiators of Human D1 Dopamine Receptor: qHTS | HEK293 TREx D1 cells, calcium flux, dopamine EC20 potentiation | potentiation, % at 10 µM | 0.036% of 360,000 active; in the data active = potentiation above about 30%; note: 0% is about no effect
D1 agonist = Allosteric Agonists of the Human D1 Dopamine Receptor: qHTS; D(1A) dopamine receptor (Homo sapiens), P21728; HEK293 T-REx D1 cells, calcium flux, agonist mode; 1% of 360,000 active; activation, % at 2 µM; in the data active = activation above about 30%; note: 0% is about no effect
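Tetracycline-induced HEK293 TREx D1 cells, force-coupled to calcium signalling, were dye-loaded with a no-wash calcium kit. Compound was pin-added after a 10 s baseline. Fluorescence was read kinetically at 1 cycle/s for 180 s, with calcium rises flagged as agonism.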
D1 antag = Antagonist of Human D 1 Dopamine Receptor: qHTS; HEK293 TREx D1 cells, calcium flux, dopamine EC80; hits give low values; activity change, negative = inhibition, % at 10 µM; 3.2% of 360,000 active; in the data active = activity change below about -30%; note: % is set by controls: 0 for no effect and ±100 for the full control effect
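Compound effects on dopamine-evoked calcium signalling were measured in tetracycline-induced HEK293 Trex D1 cells. Dopamine at EC80 followed a 180 s compound pre-read, and fluorescence was tracked kinetically for 180 s more.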
RXFP1 ag = qHTS Assay for Agonists of the Relaxin Receptor RXFP1. Relaxin receptor 1 (Homo sapiens), Q9HBX9. HEK293T-RXFP1 cAMP TR-FRET, 30 min; response scale: percent of porcine relaxin response, buffer zero. Potency, µM (doses to about 57.5 µM), for the others: at the top dose activation, actives largely listed as activators. 0.3% of 370,000 active. AID 2676, 2010; active = well fitted activation curve with a large enough effect; inconclusive = small, poorly fitted or top-dose-only effect; note: potency is the fitted concentration of half-maximal effect; % is set by controls: 0 for no effect and ±100 for the full control effect; nearly all actives have a fitted effect of over 60% in size; many of its hits are not listed in these tables
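HEK293T cells stably expressing RXFP1 were pretreated with the PDE4 inhibitor Ro 20174, exposed to compounds for 30 min at 37C, lysed, and cAMP was read by TR-FRET. Data normalized to buffer (basal) and 29 nM porcine relaxin (100%).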
D2 antagonist = HTS Assay for Allosteric Antagonists of the Human D2 Dopamine Receptor: Primary Screen for Antagonists; D(2) dopamine receptor (Homo sapiens), P14416; HEK293 TREx D2 cells, calcium flux, dopamine EC80; inhibition, % at 10 µM; 2% of 340,000 active; AID 485344, 2010; in the data active = inhibition above about 30%; note: 0% is about no effect
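Calcium mobilization kinetics were recorded at 1 s intervals in tetracycline-induced HEK293 T-REx D2 cells, first for 180 s after compound addition and then 180 s after EC80 dopamine.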
RXFP1 antagonist = qHTS Assay for Antagonists of the Relaxin Receptor RXFP1; Relaxin receptor 1 (Homo sapiens), Q9HBX9; activity change, negative = inhibition, % at 57.5 µM; HEK293-RXFP1, relaxin-stimulated cAMP HTRF, 30 min; hits give low values; 0.59% of 350,000 active;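 active = activity change of -60% or lower, but not beyond a set lower limit; inconclusive = change between -60% and -40%, or beyond the set limit; inactive = change above -40%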; note: % is set by controls: 0 for no effect and ±100 for the full control effect
TRHR enhancer = qHTS for Small Molecule Agonists and Allosteric Enhancers of Human TRH Receptor: Primary Screen for Enhancers. TRHR cells, fluo-8 calcium fluorescence, EC20 TRH enhancement. enhancement, % at 2 µM. 0.66% of 360,000 active. AID 493056, 2011; in the data active = enhancement above about 30%; note: 0% is about no effect
Target sequence (P34981 whole entry, looked up): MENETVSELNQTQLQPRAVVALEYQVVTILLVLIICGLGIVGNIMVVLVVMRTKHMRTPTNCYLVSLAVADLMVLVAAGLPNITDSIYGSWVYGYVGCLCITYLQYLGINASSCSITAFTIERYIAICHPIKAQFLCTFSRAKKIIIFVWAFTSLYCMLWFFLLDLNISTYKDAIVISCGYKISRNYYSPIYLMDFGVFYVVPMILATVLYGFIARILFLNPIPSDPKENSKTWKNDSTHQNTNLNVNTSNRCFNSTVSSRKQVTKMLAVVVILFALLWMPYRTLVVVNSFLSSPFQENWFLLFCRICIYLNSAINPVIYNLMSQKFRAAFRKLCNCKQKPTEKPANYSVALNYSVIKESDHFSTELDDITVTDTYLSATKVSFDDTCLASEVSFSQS
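TRHR-expressing cells loaded with fluo-8 calcium dye were read kinetically (ex 480/em 530) during compound addition, then stimulated with an EC20 of TRH (10 nM final). Enhancement of the Gq-mediated intracellular calcium response was scored.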
D2 potentiator = HTS Assay for Positive Allosteric Modulators of the Human D2 Dopamine Receptor: Primary Screen for Potentiators; D(2) dopamine receptor (Homo sapiens), P14416; HEK293 T-REx D2, calcium flux, EC20 dopamine potentiation; potentiation, % at 10 µM; 0.34% of 340,000 active;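 active = potentiation over 3 SD above the plate norm, cut at about 30% in these data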; note: 0% is about no effect
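Potentiation of an EC20 dopamine calcium response measured kinetically over 180 s, after a preceding 180 s compound-only read flagging agonists. Cells: inducible Hek293 Trex D2 line, 4000/well, cultured overnight at 30 C before dye loading.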
* = called active by the depositor; ? = inconclusive; / = no result given.

Each structure is followed by: D2 agonist	D1 potentiator	D1 agonist	D1 antag	RXFP1 ag	D2 antagonist	RXFP1 antagonist	TRHR enhancer	D2 potentiator
CCOC(=O)C(C)Sc1ncc(-c2ccc(Cl)cc2)cn1 (stereo not drawn)
    -0.4	-3	8	-17	1.4%	-31	1	5	-2
CCc1cc2cccc(C)c2nc1SCC(=O)NC1CCCC1
    -2.8	-10	2	11	?	13	-2	5	/
CC(=O)Nc1ccc(NS(=O)(=O)c2ccccc2)cc1
    0.1	-3	0	9	-0.4%	-13	0	-6	/
CCCOC(=O)c1ccc(NC(=O)c2cccc(S(=O)(=O)N3CCN(C(C)=O)CC3)c2)cc1
    -0.8	-1	2	-8	-0.1%	-15	-18	3	-4
CN(C)CCCN(C(=O)c1cccs1)c1nc2ccc(F)cc2s1
    /	-4	16	-7	2.1%	/	-29	14	-6
O=C(NC(=O)c1ccccc1O)c1ccc2c(c1)CCO2
    0.1	2	1	-2	0.0%	-4	-12	-3	6
Cc1ccc(S(=O)(=O)CC(=O)Nc2nc(-c3ccccc3)cs2)cc1
    1.1	2	3	4	-0.5%	12	-11	13	-3
COc1ccccc1NC(=O)Cc1nnc(SCC(=O)c2ccc(F)cc2)n1C
    0.5	/	3	-5	0.8%	-12	15	-3	-7
CC(=O)N1CCCC1c1nc2ccccc2n1Cc1ccccc1F (stereo not drawn)
    24	-3	2	-21	-1.8%	/	/	-1	-9
O=C(NCC(c1ccco1)N1CCOCC1)c1ccc(C(F)(F)F)cc1 (stereo not drawn)
    -0.5	-3	-1	-6	-0.8%	-14	-10	-4	-18
O=C(CC1C(=O)NCCN1C(=O)c1ccc(Cl)cc1)Nc1ccc(F)cc1 (stereo not drawn)
    0.0	-6	1	-5	1.5%	16	-3	-5	7
CCOc1ccccc1C(=O)Oc1c(S(=O)(=O)c2ccc(C)cc2)c(C)nn1-c1ccccc1
    -0.7	-2	-1	-9	2.3%	/	/	1	0
CN1CCCN(C(=O)CC(c2ccccc2)c2ccccc2)CC1
    -0.1	-4	0	8	1.0%	-8	1	-1	2
COc1ccc(Cc2nnc(NC(=O)c3ccc(OC(C)=O)cc3)s2)cc1OC
    -0.8	-3	7	3	20%	5	16	-8	4
Cc1n[nH]c(C)c1S(=O)(=O)N(CC(=O)NCc1ccccc1Cl)c1ccc(C(C)C)cc1
    0.3	3	4	22	-0.9%	/	/	8	-8
CC(C)c1ccc(/C=C/C(=O)NCCCc2ccccc2)cc1
    0.6	-6	12	-2	-0.5%	16	-2	-1	11
CCOc1ccccc1NS(=O)(=O)c1cccc2nsnc12
    -2.1	-3	1	3	-2.4%	-12	-7	5	3
CCN(CC(=O)NCc1ccc(Cl)cc1)C(=O)CSCC(=O)Nc1ccc(C)cc1
    26	-5	6	5	0.2%	22	-15	-6	-12
CCn1c(NC(=O)C(C)C)c(-c2cccs2)c(=O)c2ccccc21
    -1.3	-1	14	-9	7.5%	-1	6	2	-2
CC1=C(C(=O)N2CCN(c3cc(C)ccc3C)CC2)C2(CCCCC2)OC1=O
    1.9	0	-3	7	-0.7%	8	/	-2	1
CCCCc1n[nH]c2c1/C(=N/O)CC(c1ccccc1)C2 (stereo not drawn)
    -0.1	-6	5	-11	0.7%	-14	-13	-2	13
CCOC(=O)/C(C#N)=N\Nc1ccc(S(=O)(=O)Nc2nc(C)cc(C)n2)cc1
    0.5	3	2	38	2.4%	-8	-13	5	1
O=C(Cn1nc(Cc2cccnc2)c2ccccc2c1=O)NCc1ccc2c(c1)OCO2
    0.1	-1	0	13	2.7%	-25	0	-4	7
COc1ccc(-c2ccc(SCC(=O)NCC3CCCO3)nn2)cc1OC (stereo not drawn)
    0.2	0	5	-15	2.6%	7	-24	-3	14
CCOC(=O)c1c(C)[nH]c(C)c1C(=O)COC(=O)c1ccc(S(=O)(=O)C(F)F)cc1
    -0.2	2	-1	-7	1.4%	39*	-7	-1	14
CCc1onc(C)c1C(=O)O
    1.2	-3	2	-1	1.4%	1	4	-15	3
CCO[C@H]1OC(C(=O)NC2CC2)=C[C@@H](c2ccc(C(F)(F)F)cc2)[C@@H]1CCCO
    -0.5	-2	5	15	-0.6%	28	/	-1	-6
Cc1cccc(-c2nn3c(=O)cc(CN4CCN(S(=O)(=O)c5ccc(Cl)cc5)CC4)nc3s2)c1
    -0.5	2	1	-10	7.9%	/	/	-9	-1
CC(OC(=O)Cc1ccccc1F)C(=O)Nc1ccc(Cl)cn1 (stereo not drawn)
    0.2	-5	9	-5	0.4%	18	-12	2	-11
Cc1ccc(NC(=O)CC(=O)c2ccccc2)cc1C
    0.0	-2	-1	2	2.6%	-17	-16	3	-4

In another format: results already given
| Compound | D2 agonist | D1 potentiator | D1 agonist | D1 antag | RXFP1 ag | D2 antagonist | RXFP1 antagonist | TRHR enhancer | D2 potentiator |
| --- | --- | --- | --- | --- | --- | --- | --- | --- | --- |
| CCOC(=O)c1c(C)[nH]c(C)c1C(=O)COC(=O)c1ccc(S(=O)(=O)C(F)F)cc1 | -0.2 | 2 | -1 | -7 | 1.4% | 39* | -7 | -1 | 14 |
| CCCCc1n[nH]c2c1/C(=N/O)CC(c1ccccc1)C2 (stereo not drawn) | -0.1 | -6 | 5 | -11 | 0.7% | -14 | -13 | -2 | 13 |
| Cc1cccc(-c2nn3c(=O)cc(CN4CCN(S(=O)(=O)c5ccc(Cl)cc5)CC4)nc3s2)c1 | -0.5 | 2 | 1 | -10 | 7.9% | / | / | -9 | -1 |
| CCO[C@H]1OC(C(=O)NC2CC2)=C[C@@H](c2ccc(C(F)(F)F)cc2)[C@@H]1CCCO | -0.5 | -2 | 5 | 15 | -0.6% | 28 | / | -1 | -6 |

Next part
Each structure is followed by: D2 agonist	D1 potentiator	D1 agonist	D1 antag	RXFP1 ag	D2 antagonist	RXFP1 antagonist	TRHR enhancer	D2 potentiator
CCOCCCNC(=O)c1ccc(CS(=O)(=O)Cc2cccc(C)c2)o1
    0.2	1	1	-9	0.5%	-1	-3	-5	-11
CSc1nc(O)c(C(c2ccc(O)cc2)c2c(O)nc(SC)[nH]c2=O)c(=O)[nH]1
    -0.9	5	0	-2	0.0%	-7	-8	-1	-3
COc1cc(OC)c(OC)cc1CNCCNC(=O)c1ccco1
    /	-6	0	-2	0.3%	/	-8	7	/
CN(c1ccc(OCC(=O)OCC(=O)Nc2c(F)c(F)c(F)c(F)c2F)cc1)S(=O)(=O)c1ccc(F)cc1
    1.1	-2	3	-7	0.9%	-8	-2	-6	9
Cc1cc2c(Nc3ccc(C(=O)O)cc3)ncnc2s1
    -0.3	-1	3	-2	-3.8%	5	1	4	0
CN1CCN(/C(=N\S(=O)(=O)c2ccc(F)cc2)c2ccccc2)CC1
    0.1	0	0	6	0.3%	13	5	-1	-14
CN(CC(=O)Nc1ccc(F)cc1)CC(=O)N1CCc2ccccc21
    -0.5	-3	2	-5	1.0%	3	-11	7	0
O=C(Oc1ccc(C(=S)N2CCOCC2)cc1Br)c1cc(Cl)ccc1Cl
    0.4	-8	3	-23	2.5%	17	-6	-8	-22
O=C(Nc1cccc(-n2cnnn2)c1)c1cccs1
    0.1	-7	2	-6	2.2%	-8	12	0	-12
COc1cccc(-n2c(=S)sc3c(=O)n(-c4ccccc4OC)c(=S)[nH]c32)c1
    -0.5	-4	1	5	0.1%	6	6	3	/
CC(C)=CC(=O)OCC(=O)Nc1ncc(Cl)c(C)c1Cl
    -0.2	-5	1	4	3.2%	8	-12	-6	7
CCN(C(=O)c1sc2nc3n(c(=O)c2c1C)CCCCC3)c1ccc(OC)cc1
    -0.3	3	1	2	2.6%	/	-8	2	8
Cc1ccc(CN2CCCN(C)CC2)c(C)c1
    0.5	-2	-3	-11	-1.4%	8	-5	14	-8
Cc1ccc(C2(COC(=O)C(C)C)CO2)c(OC(=O)C(C)C)c1 (stereo not drawn)
    -3.4	10	2	5	-2.7%	26	/	-3	9
CC(C)C(=O)NS(=O)(=O)c1ccc(NS(C)(=O)=O)cc1
    1.2	-4	3	-14	4.1%	3	0	0	-4
Cc1ncc([N+](=O)[O-])n1CCOC(=O)NC(Nc1ccc(F)cc1)C(Cl)(Cl)Cl (stereo not drawn)
    0.8	6	4	2	0.0%	-3	9	-6	-11
CCC(=O)Nc1cccc(NC(=O)c2ccc(Br)cc2)c1
    0.6	-4	-1	-13	-2.0%	-16	-17	3	-9
Cc1ccc2oc(-c3ccc(Cl)cc3)c(O)c(=O)c2c1
    10	-2	71*	-22	25%	/	-5	-11	-13
O=C1Cc2cc(S(=O)(=O)Nc3cccc(C(F)(F)F)c3)cc3c2N1CCC3
    0.4	1	0	/	14%	/	10	2	3
Cc1ccc(NC(=O)CCS(=O)(=O)c2ccc3c(c2)NC(=O)C(C)S3)cc1Cl (stereo not drawn)
    -0.2	-2	2	-7	0.1%	21	-17	5	6
CC(C)(C)C1CCc2c(C(=O)NNC(=O)CCC(=O)O)csc2C1 (stereo not drawn)
    2.1	-2	2	9	3.0%	-2	19	6	-1

The list is partial; the hit share may differ from the screen's.
